Screens from PubChem.
F508del corr – correctors of CFTR F508del function in bronchial epithelial cells; CFBE cells, YFP halide quenching; stimulated with forskolin plus potentiator P3; % fluorescence drop versus neutral controls; activity (quench increase), % at 7.58 µM; actives 0.36% (n = 350,000);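 active means mean added fluorescence quench of at least 8% versus neutral control, with both replicates also reaching 8%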;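 further: cells transiently co-express mutant CFTR-F508del with the halide-sensitive YFP; corrector assay measuring rescue of mutant channel to the surface after 24 h compound exposure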
DENV2 CPE rescue – protects cells from dengue virus 2 cytopathic effect | DENV2-infected cells, cytopathic effect rescue, plate reader | CPE inhibition, % at 9.99 µM | actives 1.7% (n = 350,000); in the data active means CPE inhibition above about 20%, passing the limit was not always enough; tested in BHK-21 cells;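 further: 0% = median of neutral control wells and 100% = median of positive control wells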
PAX8 inh HTS – PAX8 transcriptional activity inhibition. RMG-I TPO-luciferase reporter, SteadyGlo, 24 h. inhibition, % at 12.6 µM. actives 1.2% (n = 360,000). AID 652154;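 active means mean replicate inhibition at least 60% with every replicate also reaching 60%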;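 further: luciferase light reporting Pax8 driven TPO promoter activity; plate controls were median of neutral control wells for no effect and mitoxantrone controls for full effect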
ERp5 inh – inhibitors of human ERp5 | Q15084 | ERp5 insulin aggregation, absorbance 650 nm, 90 min | inhibition, % at 9.99 µM | actives 0.05% (n = 350,000) | AID 651711;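 active means mean replicate inhibition above about 25%, with every replicate also reaching it, limit read from the data, passing the limit was not always enough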
Target sequence (Q15084 whole entry, looked up): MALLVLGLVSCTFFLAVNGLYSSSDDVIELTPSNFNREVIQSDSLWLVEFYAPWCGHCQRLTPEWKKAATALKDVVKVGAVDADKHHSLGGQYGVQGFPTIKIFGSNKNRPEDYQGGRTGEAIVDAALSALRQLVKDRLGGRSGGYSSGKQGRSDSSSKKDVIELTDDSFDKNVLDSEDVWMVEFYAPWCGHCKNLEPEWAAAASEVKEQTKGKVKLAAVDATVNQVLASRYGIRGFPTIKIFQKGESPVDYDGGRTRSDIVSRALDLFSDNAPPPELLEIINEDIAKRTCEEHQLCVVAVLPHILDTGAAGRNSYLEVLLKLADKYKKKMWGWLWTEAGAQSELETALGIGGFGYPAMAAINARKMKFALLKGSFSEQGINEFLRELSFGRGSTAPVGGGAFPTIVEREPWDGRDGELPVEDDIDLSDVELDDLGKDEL
GSIS activator – primary screen for activators of insulin secretion dependent on glucose, INS-1E cells, GLuc reporter luminescence | INS-1E GLuc reporter insulin secretion, 2-3 h | activation, % at 16.6 µM | actives 0.61% (n = 370,000) | AID 743287;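 active means lowest replicate activation of at least 40%, so every replicate reaches that level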;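 further: 0% = median of neutral control wells and 100% = median of IBMX positive control wells; some compounds called inactive have numbers as strong as hits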
ARNT-TACC3 inh – disrupts binding between human ARNT and TACC3; Q9Y6A5; AlphaScreen His-ARNT PAS-B/GST-TACC3 binding, luminescence; TACC3 fragment carries E629A point mutation; inhibition, % at 9.99 µM; actives 0.66% (n = 390,000); AID 623870;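 active means mean inhibition of replicates at least 50% and at least half of replicates each reaching 50%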;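 further: 0% = complete ARNT plus TACC3 wells and 100% = ARNT alone without TACC3; many hits fall short of the cut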
XiGFP reactiv – X-chromosome reactivation activator; XiGFP mouse fibroblasts, % GFP-positive cells imaging, 3 d; cells co-treated with 5-aza-dC sensitizer; scaled so ellipticine positive control = 100%; activation, % at 7.58 µM; actives 0.055% (n = 360,000);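 active means mean normalized replicate activation at least 10% and every replicate at or above 10%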;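 further: 0% = median of on-plate neutral control wells and 100% = ellipticine 6 µM median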
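System: 68-5-11 XiGFP fibroblast line; Timing: 3 days compound exposure; Compound dosing: one concentration, pinned; Benchmarks: positive control ellipticine, 6 µM final; Buffer or medium: DMEM containing 5-aza-dC.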
EWS-Fli block – EWS/Fli transcriptional activity inhibition | inhibition, % at 12.6 µM | actives 0.67% (n = 350,000) | A673 NR0B1-luciferase reporter, viability-normalised | AID 651661;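 active means mean inhibition of at least 50% after viability correction, with every replicate also passing that limit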;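 further: firefly luciferase signal divided by Alamar Blue viability fluorescence both relative to DMSO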
* = called active by the depositor; . = no result given.

SMILES | F508del corr | DENV2 CPE rescue | PAX8 inh HTS | ERp5 inh | GSIS activator | ARNT-TACC3 inh | XiGFP reactiv | EWS-Fli block
COc1ccc(NC(=O)CCN2C(=O)[C@@H]3[C@H](C2=O)[C@H]2C=C[C@@H]3C2)cc1 | 2.5 | 7.3 | -15.6 | 0.6 | -4.9 | -9.3 | 0.0 | -4.5
CC(C)C[C@@H](CSc1ccc(Br)cc1)N1CCN(CCc2ccccc2)CCC1=O | -4.7 | -13.6 | -33.0 | -0.3 | -16.6 | -14.2 | 0.0 | -17.4
O=C(NC1CC1)c1ccc(NS(=O)(=O)c2ccc(F)cc2)cc1 | -0.9 | 17.3 | -13.0 | 0.0 | 28.4 | -4.3 | 0.0 | 2.4
CC(=O)NC(Cc1ccc(F)cc1)C(=O)NC1CCN(C(=O)Nc2ccccc2C)CC1 (stereo not drawn) | 1.7 | 1.9 | 3.7 | -2.9 | 4.1 | 14.2 | -0.1 | 8.0
CCOC(=O)C1CCN(C(=O)c2cc(S(=O)(=O)N(C)C)ccc2N2CCCC2)CC1 | -2.5 | 0.6 | . | 1.2 | -20.4 | -10.2 | 0.3 | .
Cc1ccc(NC(=O)/C=C/c2ccc([N+](=O)[O-])s2)c(C)c1 | . | 0.4 | 98.1* | -7.3 | 32.8 | -0.5 | 37.3* | 71.1*
COC(=O)C[C@H]1C[C@H]2c3cc(N)ccc3O[C@H]2[C@@H](CO)O1 | 0.0 | 2.4 | 14.7 | 2.6 | -0.7 | 12.7 | 0.0 | -9.5
CCOc1ccc(CSC(=N)N)cc1Cl | 2.8 | -1.0 | 1.5 | 0.7 | 8.5 | 2.7 | 0.4 | 4.9
CC(=O)Nc1ccc(S(=O)(=O)N[C@@H](C)C(=O)OCC(=O)c2ccc(Br)s2)cc1 | 2.8 | 2.5 | -7.7 | 0.3 | -8.0 | . | -0.1 | 3.3
Cc1ccccc1SCC(=O)OCC(=O)N(C)c1c(N)n(Cc2ccccc2)c(=O)[nH]c1=O | 0.7 | -6.4 | -16.0 | 0.7 | -3.1 | 5.8 | -0.1 | -4.8
N#Cc1cccc(C#N)c1Oc1ccc(N)cc1 | 0.3 | -1.6 | -5.7 | 5.6 | 8.8 | -3.8 | 0.1 | 2.8
CCOc1ccc(S(=O)(=O)N2CCC(C(=O)NCCN3CCOCC3)CC2)cc1C | -0.6 | -0.4 | 9.5 | -3.2 | 11.4 | -9.6 | 0.0 | 5.4
FC(F)(F)c1ccc(Oc2ccc3cc(Br)ccc3c2)nc1 | 2.0 | -1.2 | -9.6 | 1.8 | 6.7 | -5.5 | 0.0 | -30.6
CC1CCN(S(=O)(=O)c2ccccc2)CC1 | 0.9 | 3.3 | 23.4 | -4.5 | -3.9 | 28.2 | 0.0 | -4.6
O=C(CCCN=C1NS(=O)(=O)c2ccccc21)OCC(=O)c1ccc(F)c(F)c1 | -2.4 | -9.7 | -3.3 | 19.3 | 5.3 | 22.8 | 0.0 | 3.0

Grouped by structure, those above with nitrogen in an aromatic ring (two)
SMILES | F508del corr | DENV2 CPE rescue | PAX8 inh HTS | ERp5 inh | GSIS activator | ARNT-TACC3 inh | XiGFP reactiv | EWS-Fli block
Cc1ccccc1SCC(=O)OCC(=O)N(C)c1c(N)n(Cc2ccccc2)c(=O)[nH]c1=O | 0.7 | -6.4 | -16.0 | 0.7 | -3.1 | 5.8 | -0.1 | -4.8
FC(F)(F)c1ccc(Oc2ccc3cc(Br)ccc3c2)nc1 | 2.0 | -1.2 | -9.6 | 1.8 | 6.7 | -5.5 | 0.0 | -30.6

An excerpt from above in order of the F508del corr value, high to low.
SMILES	F508del corr
CC(=O)Nc1ccc(S(=O)(=O)N[C@@H](C)C(=O)OCC(=O)c2ccc(Br)s2)cc1	2.8
COc1ccc(NC(=O)CCN2C(=O)[C@@H]3[C@H](C2=O)[C@H]2C=C[C@@H]3C2)cc1	2.5
Cc1ccccc1SCC(=O)OCC(=O)N(C)c1c(N)n(Cc2ccccc2)c(=O)[nH]c1=O	0.7
CCOc1ccc(S(=O)(=O)N2CCC(C(=O)NCCN3CCOCC3)CC2)cc1C	-0.6

New compounds follow.
SMILES | F508del corr | DENV2 CPE rescue | PAX8 inh HTS | ERp5 inh | GSIS activator | ARNT-TACC3 inh | XiGFP reactiv | EWS-Fli block
COc1ccc(S(=O)(=O)N(C)C[C@@H]2OCCCC[C@H](C)Oc3ccc(NC(=O)Cc4ccccc4)cc3C(=O)N([C@@H](C)CO)C[C@H]2C)cc1 | -5.4 | 12.8 | -20.5 | -3.5 | -12.1 | 6.9 | 0.3 | 4.9
O=C(c1cc(-c2ccccc2)nc2ccccc12)N1CCN(c2ccccc2O)CC1 | 0.6 | -4.7 | -1.4 | 0.3 | 4.5 | . | 0.1 | -13.6
C[C@@H]1CN([C@H](C)CO)C(=O)c2cc(NC(=O)Cn3cnnn3)ccc2O[C@H]1CN(C)Cc1ccncc1 | 3.3 | 0.7 | -3.7 | -0.2 | 22.5 | -5.5 | 0.3 | 14.4
CO[C@@H]1CC[C@H]2CCN(C)C(=O)C[C@@H](c3ccccc3)CN(C)C(=O)c3cc(C#N)ccc3OC[C@@H]1O2 | . | 10.6 | 5.7 | 0.2 | 9.4 | -5.7 | 0.1 | 6.6
CCN1CCN(C(=O)CNC(=O)c2nn(-c3ccc(OC)cc3)c(=O)c3ccccc23)CC1 | 0.5 | 0.1 | -18.5 | 0.6 | 3.7 | 0.3 | 0.0 | -34.4
CCOC(=O)c1sc2nc(C)nc(NCc3ccc(Cl)cc3)c2c1C | -3.8 | -1.5 | -47.7 | 6.7 | -44.9 | -7.2 | 0.4 | 0.5
O=C(O)c1[nH]c2ccc(Br)cc2c1CCN1C(=O)c2cccc([N+](=O)[O-])c2C1=O | 0.1 | -1.4 | -10.6 | -4.9 | 3.3 | -6.4 | 0.0 | -3.6
Cc1noc(C)c1NC(=O)Nc1ccc2c(c1)C(=O)N([C@@H](C)CO)C[C@H](C)[C@@H](CN(C)S(=O)(=O)c1cn(C)cn1)OCCCC[C@H](C)O2 | 2.3 | . | -12.6 | -2.1 | 9.8 | -0.9 | 0.0 | 1.5
CC(C)(C)OC(=O)N(CCc1ccccc1)Cc1ccccc1OCc1cccc(NC(=O)C2CC2)c1 | 1.3 | -1.6 | 16.8 | -1.2 | -46.1 | . | -0.1 | 2.0
CCc1ccc(N2CC(C(=O)NC3CCCCC3C)CC2=O)cc1 (stereo not drawn) | -1.5 | -2.2 | 1.0 | 1.4 | 5.7 | . | 0.3 | 3.8
COc1ccc(NS(=O)(=O)c2cccc(C(=O)NNC(=O)c3ccc(Br)o3)c2)cc1 | 0.3 | 6.7 | -2.0 | -4.5 | -16.8 | 1.5 | -0.1 | 3.1
NS(=O)(=O)c1ccc(CCNC(=O)CN2CCCCCC2)cc1 | 1.3 | -0.9 | 13.9 | 5.5 | -3.0 | -0.4 | 0.0 | 0.0
COC(=O)CCCNC(=O)c1ccc(OS(=O)(=O)c2cc([N+](=O)[O-])ccc2C)cc1 | -5.2 | 5.4 | -12.2 | -1.2 | -9.0 | 2.9 | 0.0 | -3.7
Cc1c(C(=O)O)cccc1-c1ccc(C=O)o1 | . | . | -155.0 | . | -6.3 | -4.3 | -0.2 | .
CCOC(=O)c1c(C)[nH]c(C)c1S(=O)(=O)N(C)Cc1ccco1 | 0.1 | 18.5 | 8.9 | . | -0.3 | 3.1 | 0.0 | -3.1
C[C@@H]1C[C@@H]2OC(=O)[C@]3(C)[C@H]2[C@@H](OC3(C)O)[C@]2(C)C(=O)C=C[C@H]12 (stereo partly drawn) | -2.9 | -3.8 | -3.7 | 2.7 | -11.9 | 1.2 | -0.2 | -20.2
O=S(=O)(c1ccc(C2CCCCC2)cc1)N1CCN(c2ncccn2)CC1 | -0.7 | 10.6 | . | -7.0 | 4.7 | 5.5 | . | -2.4
Cc1ccccc1S(=O)(=O)Cc1ccc(C(=O)NC2CCCC2)o1 | -0.3 | 6.8 | -0.1 | 6.3 | -1.6 | 3.8 | 0.0 | .
CN1CCN(C(=O)C[C@@H]2CC[C@@H]3[C@H](COC[C@H](O)CN3C(=O)Nc3ccc(F)cc3)O2)CC1 | -3.7 | -0.4 | -14.0 | -0.3 | 3.9 | -1.1 | 0.0 | -6.2
CC1CCC2C(=O)N(c3ccc(NC4CCN(Cc5ccccc5)CC4)c([N+](=O)[O-])c3)C(=O)C2C1 (stereo not drawn) | -0.4 | 14.6 | -16.2 | 4.8 | -27.3 | 10.0 | 1.1 | 4.7
Cn1nnnc1SCC(=O)c1c(N)n(C2CC2)c(=O)[nH]c1=O | -2.4 | -2.1 | 0.9 | -3.5 | 20.0 | -52.5 | 0.1 | 4.8
CC1(C)NC(=S)NC1=S | -3.0 | 3.1 | -11.3 | 5.0 | -2.8 | 1.9 | 0.0 | -13.4
C/C(N)=C(/C#N)C(=O)CSc1nnc(Nc2ccccc2)s1 | . | -2.3 | -188.9 | -1.2 | -4.3 | -3.4 | 0.0 | -84.2
COc1ccc(NC(=O)N(C)C[C@@H]2OCCCC[C@@H](C)Oc3ccc(NC(=O)Nc4ccccc4)cc3C(=O)N([C@@H](C)CO)C[C@@H]2C)cc1 | -0.4 | -2.4 | -15.1 | -0.1 | 6.4 | -4.1 | -0.1 | -9.1
CCCCCCCCN1C(=O)[C@@H](CC(=O)NCc2ccc(OC)c(OC)c2)C[C@@]2(C(=O)OC)C1=C[C@H](C(C)(C)C)O[C@@H]2C | 1.5 | 3.9 | 24.7 | 0.7 | . | . | 0.1 | 13.6
CC(=O)C1=C(O)C(=O)N(Cc2ccccc2)C1c1ccc(Cl)cc1 (stereo not drawn) | . | -2.4 | -1.7 | 2.4 | -27.5 | -4.7 | 0.4 | 18.6
COc1ccccc1C(=O)Nc1ccncc1 | 0.8 | -4.2 | 22.0 | 3.7 | -4.1 | 2.1 | -0.1 | 8.6
C[C@H](O)C#Cc1ccc([C@@H]2[C@@H](CO)N3CCCCN(C(=O)c4ccc5c(c4)OCO5)C[C@@H]23)cc1 | -0.9 | 10.4 | 12.1 | -0.6 | -1.5 | -1.1 | 0.0 | -11.0
COc1cc(NC(=O)CSc2nc3ccccc3n2-c2ccccc2)c(C)cc1[N+](=O)[O-] | . | 6.4 | 13.9 | -2.8 | . | 6.4 | 0.5 | 12.3
CCOc1ccc(CCNC(=O)COC(=O)c2sccc2C)cc1OCC | -1.2 | 10.5 | -7.5 | 1.1 | 19.2 | . | -0.2 | -1.5
O=C(Cn1c(=O)c2cccn2c2ccccc21)NCCc1ccc(Cl)cc1 | -0.1 | 8.7 | 16.9 | -0.6 | 10.6 | 1.6 | 0.0 | .
O=C(C[C@H]1CC[C@@H](NC(=O)c2ccncc2)[C@H](CO)O1)NCC1CC1 | 0.9 | -0.2 | . | -0.9 | 13.8 | -11.5 | 0.3 | -2.3
CCCN1C[C@@H](C)[C@@H](OC)CN(C)C(=O)c2ccc(NC(=O)c3cnccn3)cc2OC[C@@H]1C | -1.2 | 22.1* | 8.3 | 6.4 | 1.6 | -8.3 | 0.2 | -1.8
CN(C)C(=O)c1ccc(-c2ccc3c(c2)[C@H]2[C@H](CCN2C(=O)C2CCCCC2)[C@@H](CO)N3C)cc1 | 4.1 | -0.9 | 55.2 | -8.2 | 24.4 | . | 0.0 | 17.9
COc1ccc(-c2[nH]ncc2CN(C)CCc2c(C)n[nH]c2C)c(F)c1 | 1.0 | -3.8 | 32.5 | 2.6 | 5.6 | 31.2 | 0.0 | 8.6
CCN(CC(=O)Nc1ccccc1C(F)(F)F)C(=O)CN1C(=O)NC2(CCCC2)C1=O | 0.8 | -12.7 | 4.6 | -2.6 | 4.4 | 27.8 | 0.0 | -1.7
CN(CC(=O)Nc1c(Cl)cccc1Cl)C(=O)CNC(=O)c1ccco1 | 0.4 | -0.7 | -6.0 | -0.2 | -3.5 | -8.8 | 0.0 | -4.8
